MmCpn inh: inhibitors of Methanococcus maripaludis chaperonin (MmCpn); purified Mm-Cpn ATPase, ADP Transcreener TR-FRET; Potency, µM (series often up to 76.9 µM), without a hit: top-dose activity, negative = inhibition, hits mostly inhibitors; 330,000 tested, 0.031% active; AID 504842; also: potency is read from the fitted curve at half-maximal effect; % is scaled to controls: 0 for no effect and ±100 for the full control effect; nearly all actives have a fitted effect of over 80% in size
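Inhibition of chaperonin ATP hydrolysis is measured as reduced ADP production, detected by competitive TR-FRET in which signal falls with ADP. Final enzyme 25 nM and ATP 10 uM, reacted 30 min at 37°C.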
Nrf2 inh: inhibitors of Nrf2 signaling; Potency, µM (titrated, usually from 46 µM), for the others: at the highest dose activity change, negative = inhibition, most hits filed as inhibitors; AID 504444; 360,000 tested, 2.1% active; A549 ARE-Fluc reporter, luciferase luminescence, 18-24 h; also: potency is read from the fitted curve at half-maximal effect; % is scaled to controls: 0 for no effect and ±100 for the full control effect; nearly all actives have a fitted effect of over 60% in size
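Quantitative HTS in A549 cells stably bearing an antioxidant response element-firefly luciferase construct. Inhibition of Nrf2-driven transcription was scored by luminescence after 18-24 h of compound exposure at 37 °C.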
EPAC2 agonist: EPAC2 (human) agonism | AID 720711 | 360,000 tested, 0.079% active | Potency, µM (doses to about 154 µM), without a hit: top-dose activation, hits mostly activators | EPAC2 activation, biochemical qHTS; response scale: 100% = 6.5 mM cAMP response | Q8WZA2; also: potency is read from the fitted curve at half-maximal effect; nearly all actives have a fitted effect of over 50% in size
Target sequence (Q8WZA2 whole entry, looked up): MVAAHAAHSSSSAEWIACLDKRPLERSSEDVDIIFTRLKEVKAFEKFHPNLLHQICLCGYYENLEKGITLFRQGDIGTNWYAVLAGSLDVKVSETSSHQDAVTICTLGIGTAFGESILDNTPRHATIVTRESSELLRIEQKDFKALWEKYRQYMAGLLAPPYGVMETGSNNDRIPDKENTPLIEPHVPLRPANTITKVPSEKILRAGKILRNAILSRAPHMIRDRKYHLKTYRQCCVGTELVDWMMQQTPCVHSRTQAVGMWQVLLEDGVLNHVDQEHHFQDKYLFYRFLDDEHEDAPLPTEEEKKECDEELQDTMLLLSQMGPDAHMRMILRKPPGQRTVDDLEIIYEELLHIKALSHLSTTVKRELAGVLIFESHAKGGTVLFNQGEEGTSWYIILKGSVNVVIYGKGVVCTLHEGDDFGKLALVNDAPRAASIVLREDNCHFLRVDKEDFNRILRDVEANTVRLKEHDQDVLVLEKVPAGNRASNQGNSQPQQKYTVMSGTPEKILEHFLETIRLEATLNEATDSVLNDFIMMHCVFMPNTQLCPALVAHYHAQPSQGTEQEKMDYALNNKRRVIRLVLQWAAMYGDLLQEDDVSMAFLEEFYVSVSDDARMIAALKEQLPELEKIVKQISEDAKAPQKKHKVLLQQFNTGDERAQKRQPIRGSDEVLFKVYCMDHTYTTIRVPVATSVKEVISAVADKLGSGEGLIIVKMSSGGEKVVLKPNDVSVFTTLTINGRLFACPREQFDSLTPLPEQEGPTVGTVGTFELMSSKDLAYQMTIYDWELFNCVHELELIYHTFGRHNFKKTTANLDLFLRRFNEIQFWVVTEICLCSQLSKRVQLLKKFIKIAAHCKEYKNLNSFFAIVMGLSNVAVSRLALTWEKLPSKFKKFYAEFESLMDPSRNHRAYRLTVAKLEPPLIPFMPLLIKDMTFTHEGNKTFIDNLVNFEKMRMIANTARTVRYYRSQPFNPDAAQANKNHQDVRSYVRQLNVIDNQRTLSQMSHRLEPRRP
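Setup: EPAC2 100 nM, labeled Rap1B complex 250 nM, free GDP 50 uM. Compound titrations pinned in, brief spin, 5 min room temperature incubation. Kinetic fluorescence read over 30 min, normalized to 6.5 mM cAMP.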
EPAC2 antagonist: antagonists of human EPAC2; Q8WZA2; EPAC2 GEF exchange of Rap1B-BODIPY-GDP, fluorescence; Potency, µM (titrated, usually from 114 µM), for the others: at the highest dose activity, negative = inhibition, hits mostly inhibitors; 360,000 tested, 0.18% active; AID 720708; also: potency is read from the fitted curve at half-maximal effect; % is scaled to controls: 0 for no effect and ±100 for the full control effect; nearly all actives have a fitted effect of over 45% in size; many of its hits are not listed in these tables
A549 viability: A549 cytotoxicity, counter-screen for Nrf2 inhibitors; AID 504648; Potency, µM (titrated, usually from 46 µM), for inactives: at the top dose activity change, negative = cytotoxicity, actives largely listed as inhibitors; 390,000 tested, 0.16% active; A549 ARE-Fluc cells, CellTiter-Fluor viability, 18-24 h; also: potency is read from the fitted curve at half-maximal effect; % is scaled to controls: 0 for no effect and ±100 for the full control effect
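A549 ARE_Fluc cells in 5% FBS OPTI-MEM were exposed to compounds in concentration-response for 18-24 h at 37 deg C. Viability was read by CellTiter-Fluor fluorescence (Ex 405/Em 525) after 30 min, before the luciferase read.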
Akt phos inh: inhibitors of Akt phosphorylation; AID 651550; 360,000 tested, 0.32% active; activity change, % for hits at 50 µM; Neuro2A IGF-stimulated pAkt S473 HTRF, 20 min; stronger effect = lower value; in the data active = activity change below about -80%; inconclusive = mostly about -51% to -80%; also: % is scaled to controls: 0 for no effect and ±100 for the full control effect
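Neuro2A cells in DMEM with 0.5% FBS, overnight at 37 deg C, given compound at single 50 µM final, then IGF (6 nM final) for 20 min at 37 deg C. Lysed; phospho-Akt Ser473 by HTRF after 24 h, 665/615 ratio.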
Nrf2 activator: activators of Nrf2 (ARE) signaling. AID 624171. 410,000 tested, 0.31% active. Potency, µM (top dose mostly 46.1 µM), inactives show top-dose activation, most hits filed as activators. AREc32 ARE-luciferase reporter (MCF7-derived line), luminescence, 24 h; also: potency is read from the fitted curve at half-maximal effect; % of control where 0% means no effect; nearly all actives have a fitted effect of over 65% in size
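ARE-driven firefly luciferase activity in AREc32 cells measured after a 24 hr compound exposure at 37 deg C, using Steady-Glo reagent and a 30 min room-temperature hold.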
TGFb inhibitor: inhibitors of TGF-b signaling | HepG2 CAGA-GFP TGF-b/SMAD3 reporter, GFP fluorescence, 18 h; TGF-beta stimulated, 500 pg/mL final | AID 588855 | Potency, µM (top dose mostly 46.1 µM), for inactives: at the highest dose activity, negative = inhibition, usual class: inhibitors | 410,000 tested, 1.2% active; also: potency is read from the fitted curve at half-maximal effect; % is scaled to controls: 0 for no effect and ±100 for the full control effect; nearly all actives have a fitted effect of over 65% in size
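TGF-beta reporter screen: HEPG2 CAGA-GFP, 1% FBS, 500 pg/mL TGF-beta final, 18 h; per-cell GFP summed per well; curves fitted and categorized by class.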
CCT modulator: modulators of cytosolic chaperonin (CCT/TRiC) activity; activity change, % (no concentration beside the values), hits read low; 360,000 tested, 0.3% active; AID 651819; purified chaperonin ATPase assay, HTRF ADP detection, 30 min; in the data active = activity change below about -30%; also: % is scaled to controls: 0 for no effect and ±100 for the full control effect
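Nucleotide hydrolysis assay: TRiC at 20–40 nM final (set by batch activity) with 10 uM ATP, 30 min at 37 °C, in presence of 76 uM compound. Detection by competitive ADP HTRF, 30 min ambient.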
Numbers without * were called inactive; i = inactive; ? = inconclusive; / = not tested or not shown; [ ] = remark or other dose. Unless noted, calls follow the shape of the dose curve; as a rule, active = well fitted curve in the direction sought with a large enough effect; inconclusive = small, poorly fitted or top-dose-only effect, or another doubt; inactive = no such curve, though single readings can be large; an effect the other way counts as inactive or inconclusive. An excerpt, so the mix of outcomes need not match the whole.

Below each compound: MmCpn inh	Nrf2 inh	EPAC2 agonist	EPAC2 antagonist	A549 viability	Akt phos inh	Nrf2 activator	TGFb inhibitor	CCT modulator
1: CCSc1nnc(NC(=O)Nc2cccc(C)c2)s1
→ -1.2%	10.0%	7.3%	5.9%	1.7%	i	2.0%	7.94µM*	-0.2
2: CCN(CC)c1cc2c(cc1F)c(=O)c(S(=O)(=O)c1cccc(C)c1)cn2C
→ /	-1.2%	/	/	-11.9%	/	0.2%	?	/
3: Cc1ccc2c(c1)[C@@H](O)C[C@@H](C)N2N=O
→ -0.2%	0.6%	-0.5%	2.1%	6.1%	i	-0.5%	1.1%	-0.1
4: Cc1ccc(CNC(=O)c2cc(-c3ccccc3)nn2CC2CC(c3cccnc3)=NO2)cc1 (stereo not given)
→ /	0.0%	4.4%	-14.4%	-0.1%	i	5.1%	?	1.0
5: COc1ccc(C(=O)N(C)CCOc2ccc(Cl)cc2)cc1S(=O)(=O)N1CCCC1
→ /	/	-3.8%	-29.5%	/	i	-0.6%	-7.8%	-0.2
6: Cc1cc(C=O)c(C)c2c1[nH]c1ccccc12
→ /	12.4%	-3.3%	5.6%	0.0%	i	11.0%	?	-0.3
7: CCc1ccc(-c2cc3c(=O)n(CC(=O)N4CCCCCC4)nc(C)n3n2)cc1
→ -3.7%	2.9%	-5.7%	-2.5%	2.6%	i	0.2%	10.3%	0.2
8: C=CC[n+]1c(C)csc1Nc1ccc(C(=O)O)cc1
→ -1.7%	8.6%	6.6%	0.3%[57.1 µM]	-5.2%	i	-0.5%	11.2%	0.3
9: CCN(C(=O)COC(=O)/C=C/c1cccc([N+](=O)[O-])c1)c1ccccc1
→ 0.6%	-17.7%	2.6%	-0.1%	-0.3%	i	7.9%	-4.4%	-0.5
10: COc1ccc(C(=O)O/N=C2\C(=O)N(C)c3ccccc32)cc1
→ /	3.2%	3.4%	-1.3%	4.0%	i	-0.2%	-0.5%	-1.0
11: O=c1ccc(Oc2nc(N3CCCCC3)nc(N3CCCCC3)n2)n[nH]1
→ -20.9%	-25.3%	-4.5%	8.6%	0.1%	i	-0.4%	8.5%	-0.4
12: CCOC(=O)N1CCC(NC(=O)c2cnn(-c3ccc(C)cc3C)c2C2CCN(C(=O)OC(C)(C)C)CC2)CC1
→ /	?	/	/	1.5%	/	-0.1%	?	/
13: CCc1nn(CC(=O)Nc2ccc(C)c(F)c2)c(=O)c2cc3cc(C)ccc3n12
→ /	?	/	/	15.2%	/	2.7%	-4.7%	/
14: CCN(CC(=O)NC1CCS(=O)(=O)C1)C(=O)/C=C/c1cccs1 (stereo not given)
→ 0.6%	7.2%	8.5%	-1.0%	5.6%	i	-0.8%	0.4%	-1.8
15: COc1cc(/C=N/n2nnnc2N)cc(OC)c1OC
→ 1.6%	-25.9%	6.0%	1.1%	-12.1%	i	0.1%	-1.6%	0.9
16: O=C(O)CCC(=O)Nc1ccc(N2CCOCC2)cc1
→ 1.0%	/	1.9%	-4.3%	0.8%	i	0.2%	3.0%	-2.6
17: C[C@@]1([C@@H](NC(=O)c2cccs2)c2ccc(-c3ccccc3)cc2)C[C@H]1C1CCCCC1
→ -0.3%	13.6%	7.1%	?	8.3%	i	0.1%	1.5%	-4.6
18: O=C(CSc1ncnc2scc(-c3ccccc3)c12)Nc1ccc(C(=O)O)cc1
→ -5.9%	?	5.9%	-20.0%	-12.8%	i	0.1%	3.5%	0.7
19: O=C(NCc1ccc(Cl)cc1)c1ccc2c(Cl)c3c(nc2c1)CCCC3
→ /	0.5%	/	/	2.3%	/	-0.3%	?	/
20: COc1ccccc1NC(=O)CSc1nnnn1-c1ccc(C)cc1
→ 1.6%	-19.9%	13.8%	-2.0%	1.7%	i	0.4%	-2.0%	0.4

Shown tab-delimited: part of the list above.
nr	Compound	MmCpn inh	Nrf2 inh	EPAC2 agonist	EPAC2 antagonist	A549 viability	Akt phos inh	Nrf2 activator	TGFb inhibitor	CCT modulator
9	CCN(C(=O)COC(=O)/C=C/c1cccc([N+](=O)[O-])c1)c1ccccc1	0.6%	-17.7%	2.6%	-0.1%	-0.3%	i	7.9%	-4.4%	-0.5
10	COc1ccc(C(=O)O/N=C2\C(=O)N(C)c3ccccc32)cc1	/	3.2%	3.4%	-1.3%	4.0%	i	-0.2%	-0.5%	-1.0
11	O=c1ccc(Oc2nc(N3CCCCC3)nc(N3CCCCC3)n2)n[nH]1	-20.9%	-25.3%	-4.5%	8.6%	0.1%	i	-0.4%	8.5%	-0.4

(list continues)
Below each compound: MmCpn inh	Nrf2 inh	EPAC2 agonist	EPAC2 antagonist	A549 viability	Akt phos inh	Nrf2 activator	TGFb inhibitor	CCT modulator
21: COc1ccc(Nc2nc3ccccc3nc2NS(=O)(=O)c2ccc(C)cc2)c(OC)c1
→ /	-6.2%	/	/	-1.9%	/	0.1%	-0.2%	/
22: COc1ccc(-c2nc3n(n2)C(=O)CC(c2ccco2)S3)cc1 (stereo not given)
→ -0.1%	/	-3.0%	-4.0%	-3.1%	i	18.8%	-2.7%	-0.2
23: O=C1C2C3C=CC(C3)C2C(=O)N1c1n[nH]c(-c2cccnc2)n1 (stereo not given)
→ 0.8%	-2.3%	1.4%	-1.0%	-10.8%	i	0.4%	-10.6%	0.3
24: CCC(O)C1CCN(C(=O)c2cc(COc3ccc(F)cc3F)on2)CC1 (stereo not given)
→ 0.2%	-1.4%	-2.4%	12.2%	0.9%	/	1.0%	-3.7%	-6.0
25: COc1ccc(/C=N/NC(=O)c2ccc(NC(=O)c3cccc([N+](=O)[O-])c3)cc2)c(OC)c1
→ 0.9%	-8.3%	10.9%	1.5%	-1.5%	i	2.4%	13.9%	-2.2
26: O=C(Nc1ccc(CN2CCOCC2)cc1)c1ccccc1F
→ 0.8%	11.7%	14.2%	-1.8%	14.0%	i	0.5%	18.9%	1.3

Retrieved by structure from above (2):
Below each compound: MmCpn inh	Nrf2 inh	EPAC2 agonist	EPAC2 antagonist	A549 viability	Akt phos inh	Nrf2 activator	TGFb inhibitor	CCT modulator
22: COc1ccc(-c2nc3n(n2)C(=O)CC(c2ccco2)S3)cc1 (stereo not given)
→ -0.1%	/	-3.0%	-4.0%	-3.1%	i	18.8%	-2.7%	-0.2
25: COc1ccc(/C=N/NC(=O)c2ccc(NC(=O)c3cccc([N+](=O)[O-])c3)cc2)c(OC)c1
→ 0.9%	-8.3%	10.9%	1.5%	-1.5%	i	2.4%	13.9%	-2.2

From PubChem
